High-throughput results as filed in PubChem BioAssay.
Efa HMGR inh – blocks class II HMG-CoA reductase of Enterococcus faecalis | inhibition, % at 10 µM | purified E. faecalis HMGR, NADPH absorbance 340 nm kinetic | actives 0.41% (n = 190,000) | AID 1066;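 active = inhibition above a set limit, the median over all tested compounds plus 3 SD, cut at about 9.5% in these data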;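 also: enzyme runs in reverse so mevalonate oxidation gives rising NADPH absorbance; 0% = complete reaction with DMSO and 100% = background rate lacking mevalonate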
TNAP act hiacc – increases human TNAP activity under high phosphate acceptor concentration; P05186; purified TNAP, CDP-star luminescence, 1 M DEA, 30 min; stronger effect = higher value; 0 = EDTA background, 1 = DMSO-only activity; activation factor at 20 µM; 200,000 tested, under 10 active; AID 1136;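 active = activation factor at least 2 at 20 µM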
Target sequence (P05186 whole entry, looked up): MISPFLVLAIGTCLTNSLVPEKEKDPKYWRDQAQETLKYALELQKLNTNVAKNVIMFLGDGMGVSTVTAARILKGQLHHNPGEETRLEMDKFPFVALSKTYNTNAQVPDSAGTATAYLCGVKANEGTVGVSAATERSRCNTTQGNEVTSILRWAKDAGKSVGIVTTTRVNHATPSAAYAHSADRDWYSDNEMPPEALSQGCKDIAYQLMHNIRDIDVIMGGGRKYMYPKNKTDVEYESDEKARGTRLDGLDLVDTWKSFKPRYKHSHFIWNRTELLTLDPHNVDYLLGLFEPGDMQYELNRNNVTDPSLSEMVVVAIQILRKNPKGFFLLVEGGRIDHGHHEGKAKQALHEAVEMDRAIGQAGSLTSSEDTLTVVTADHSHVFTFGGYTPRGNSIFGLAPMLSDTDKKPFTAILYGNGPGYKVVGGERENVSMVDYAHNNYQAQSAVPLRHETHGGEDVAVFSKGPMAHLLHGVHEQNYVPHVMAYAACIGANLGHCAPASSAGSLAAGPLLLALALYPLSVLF
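Measured by: Luminescent substrate turnover signal | Test system: Human TNAP | Input: TNAP 1/800 final | Dosing: 20 µM single point | Schedule: 30 min, room temperature | Controls: EDTA wells as negative control, DMSO wells as positive control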
PPARg SRC-2 ag – agonists of SRC-2 recruitment by human PPARgamma | P37231 | PPARgamma LBD-SRC-2 recruitment, biochemical | activation, % at 8 µM | actives 0.34% (n = 200,000) | AID 1032; in the data active = activation above about 22%;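 also: 0% = vehicle and 100% = reference agonist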
Target sequence (P37231 whole entry, looked up, the tested form may be a part): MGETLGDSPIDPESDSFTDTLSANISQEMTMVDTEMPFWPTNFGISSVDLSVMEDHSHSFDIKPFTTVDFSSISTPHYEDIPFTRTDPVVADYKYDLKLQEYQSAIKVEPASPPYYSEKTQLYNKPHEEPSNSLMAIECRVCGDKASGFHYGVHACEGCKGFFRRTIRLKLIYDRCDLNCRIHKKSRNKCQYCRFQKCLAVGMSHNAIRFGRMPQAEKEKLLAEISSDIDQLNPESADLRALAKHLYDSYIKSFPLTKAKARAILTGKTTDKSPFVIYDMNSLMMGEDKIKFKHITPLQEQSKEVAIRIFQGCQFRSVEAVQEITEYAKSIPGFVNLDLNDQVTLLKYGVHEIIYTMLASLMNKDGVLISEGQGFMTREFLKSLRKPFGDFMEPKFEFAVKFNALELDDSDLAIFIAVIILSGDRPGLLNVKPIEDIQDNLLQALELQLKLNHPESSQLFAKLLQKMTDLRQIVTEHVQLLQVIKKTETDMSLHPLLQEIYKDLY
PPARg SRC-3 ag – PPARgamma-driven SRC-3 recruitment agonism. AID 731. activation, % at 8 µM. actives 0.26% (n = 200,000). biochemical PPARgamma/SRC-3 coactivator recruitment assay. P37231; in the data active = activation above about 23%;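 also: 0% = DMSO and 100% = reference agonist; some compounds past the cut are filed as inactive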
bIAP act – intestinal alkaline phosphatase (bovine) activation; purified bovine IAP, CDP-star luminescence, 30 min; stronger effect = higher value; fold of DMSO-control signal, blank-subtracted; AID 1016; activation factor at 20 µM; actives 0.17% (n = 200,000);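 active = activation factor of 2 or more at 20 µM, a signal rise over negative controls twice the positive control's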
bIAP inhibitor – blocks bovine intestinal alkaline phosphatase activity; 190,000 tested, under 10 active; purified bovine IAP, CDP-star luminescence, 30 min; AID 1019; inhibition, % at 20 µM;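 active = over 50% inhibition of intestinal alkaline phosphatase at 20 µM in the single-dose screen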
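test system = bovine IAP enzyme | medium = DEA buffer 100 mM, pH 9.8, with MgCl2 1.0 mM, ZnCl2 0.02 mM | detection = luminescence | dosing = single compound dose of 20 µM, 2% DMSO final | incubation = 30 min reaction at room temperature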
TR-FRET SRC-2 ct – TR-FRET artefact, counter-screen to PPARgamma/SRC-2 agonist assay; stronger effect = higher value; actives 0.4% (n = 200,000); TR-FRET ratio at 8 µM; AID 1049; in the data active = TR-FRET ratio above about 2000; also: inactives centre near 1500
TNAP inh no acc – blocks human TNAP activity with no phosphate acceptor present. P05186. purified TNAP, CDP-star luminescence, 30 min. inhibition, % at 20 µM. actives 0.26% (n = 200,000). AID 1012;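 active = tissue-nonspecific alkaline phosphatase inhibition above about 50% at 20 µM in the single-dose screen, limit read from the data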;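 also: 0% = DMSO negative control and 100% = EDTA positive control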
TNAP inh hi DEA – inhibitors of human TNAP at high phosphate acceptor concentration | P05186 | purified TNAP, CDP-star luminescence, 1 M DEA | inhibition, % at 20 µM | actives 0.03% (n = 200,000) | AID 1135;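 active = over 50% inhibition of tissue-nonspecific alkaline phosphatase at 20 µM in the single-dose screen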;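 also: plate controls were DMSO wells for no effect and EDTA-quenched wells as full inhibition for full effect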
PPARg SRC1 recr – agonists of human PPARgamma SRC-1 coactivator recruitment. P37231. PPARgamma-SRC-1 coactivator recruitment biochemical assay. activation, % at 8 µM. actives 0.41% (n = 200,000). AID 631; in the data active = activation above about 19%;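 also: 0% = DMSO and 100% = reference agonist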
* hit, by the source's call; x = not tested or not shown.

SMILES | Efa HMGR inh | TNAP act hiacc | PPARg SRC-2 ag | PPARg SRC-3 ag | bIAP act | bIAP inhibitor | TR-FRET SRC-2 ct | TNAP inh no acc | TNAP inh hi DEA | PPARg SRC1 recr
COC(=O)NCC(c1cccnc1)N1CCN(c2ccccc2F)CC1 (stereo not given) | -5 | 1 | -4 | 0 | 1 | -2 | 1486 | -12 | -2 | -4
Cc1ccc(NC(=O)c2ccccc2)s1 | 4 | 1 | -1 | -1 | 0.8 | 20 | 1593 | -8 | -1 | -5
O=C(NCc1cccnc1)c1ccc(NC(=O)c2cccc([N+](=O)[O-])c2)cc1 | 2 | 1 | 3 | -1 | 0.9 | 8 | 1731 | -3 | -1 | -1
O=c1cc(O)c2c(=O)[nH]c(=O)n(-c3ccccc3)c2[nH]1 | -1 | 1.1 | -2 | 0 | 1 | 5 | 1537 | -6 | -6 | 4
CCOC(=O)C1CCN(C(=O)C(CC)c2ccccc2)CC1 (stereo not given) | 6 | 1 | 0 | -3 | 1 | 0 | 1367 | -6 | -3 | -2
O=C(CSc1nnc2ccccn12)NNC(=O)c1ccc(Cl)cc1 | 1 | 1 | 10 | 8 | 1.3 | -33 | 1438 | -32 | 0 | 5
O=C(Nc1ccccn1)c1cc2cc([N+](=O)[O-])ccc2s1 | 3 | 1.1 | 2 | 2 | 1 | -3 | 1554 | -7 | -7 | 4
CCOc1ccc(C(=S)N2CCOCC2)cc1 | -3 | 1.1 | 6 | 8 | 0.9 | 9 | 1687 | -11 | -6 | 7
CS(=O)(=O)N1CCc2cc(S(=O)(=O)NCCNS(=O)(=O)c3ccc4c(c3)CCN4S(C)(=O)=O)ccc21 | -2 | 1 | 1 | -3 | 1.2 | -18 | 1567 | -2 | -1 | 11
COC(=O)[C@H](Cc1ccccc1)NC(=O)[C@@H]1C[C@H]1[C@@H](NC(=O)OCc1ccccc1)c1ccccc1 | -10 | 1 | 8 | -1 | 1 | -5 | 1420 | -6 | -1 | 0
COc1cccc(C2C(C(=O)NCc3ccccc3)=C(C)Nc3ncnn32)c1 (stereo not given) | -5 | 1 | 3 | 0 | 0.9 | 7 | 1579 | -6 | -4 | 0
O=C1CCCc2c1cnc1ncnn21 | -8 | 1 | 0 | -2 | 0.8 | 19 | 1485 | -4 | -3 | -6
CC1Cc2ccccc2N1CC(=O)NC(=O)NC1CCCCC1 (stereo not given) | -4 | 1.1 | -7 | -3 | 1 | 5 | 1512 | -8 | -6 | -9
O=C(Cn1cnc2scc(-c3ccc(Br)cc3)c2c1=O)N1CCOCC1 | 1 | 1.1 | 8 | 1 | 1.1 | -6 | 1569 | -14 | -5 | -4
CC(NC(=O)c1ccccc1Cl)c1nnc(SCC(=O)Nc2ccc(C(=O)O)cc2)n1C (stereo not given) | -9 | 1 | -3 | -15 | 1 | 4 | 1463 | -14 | -4 | -4
Oc1ccc2ccc3cccc[n+]3c2c1 | x | x | 0 | -4 | x | x | 1565 | x | x | 4
Cc1cc2nnc(SC(C)C)n2c2ccccc12 | -8 | 1 | 5 | 2 | 0.9 | 6 | 1560 | -3 | 0 | 1
CCC(C(=O)Nc1nnc(-c2ccco2)s1)c1ccccc1 (stereo not given) | 1 | 1.1 | 15 | 27* | 0.9 | 5 | 1806 | 1 | -7 | 26*
COc1ccc(-c2nn(CC(=O)NCCc3ccccc3)c(=S)n2C)cc1 | -1 | 1 | 5 | 3 | 1 | 1 | 1481 | -8 | -2 | -7
O=C(C1=C[C@H](c2coc3ccccc3c2=O)C[C@H](OCc2ccc(CO)cc2)O1)N1CCOCC1 | 1 | 1 | 9 | 1 | 1.1 | -8 | 1660 | -5 | -4 | 6
Cc1ccccc1Nc1nc(N)nc(CSc2nnnn2C)n1 | -4 | 1.1 | 1 | 0 | 1 | -2 | 1500 | -12 | -5 | 2
O=C(O)C1=NOC(CNC(=O)c2ccccc2Cl)C1 (stereo not given) | 7 | 1 | 2 | 2 | 1 | 0 | 1617 | -9 | -4 | -6
CC1CCc2c(C(=O)Oc3cccc(-n4cnnn4)c3)csc2C1 (stereo not given) | -4 | 1.1 | 5 | -7 | 0.9 | 11 | 1663 | -10 | -6 | 12
Cc1cc(-c2ccccc2)nc(N(C)NC(=O)c2ccc(Cl)cc2)c1S(C)(=O)=O | 0 | 1 | 0 | -4 | 0.9 | 8 | 1399 | 0 | 3 | -1
CN(C)c1nc(N/N=C\c2ccc(Cl)c([N+](=O)[O-])c2)nc(Nc2ccc(F)cc2)n1 | x | x | 13 | 10 | x | x | 1513 | x | x | 4
COc1ccccc1CC(=O)NCCc1ccc(S(N)(=O)=O)cc1 | -1 | 1 | -7 | 4 | 0.9 | 10 | 1441 | -2 | 3 | -7
COc1ccc(-c2nc(-c3ccccc3)[nH]c(=O)c2C#N)cc1 | 3 | 1.1 | -4 | 2 | 1 | 4 | 1608 | -14 | -6 | -1
COc1ccc(N(CC(=O)Nc2cccc(SC)c2)S(C)(=O)=O)cc1 | -3 | 1 | -8 | -4 | 1 | -2 | 1534 | -4 | -4 | -1
c1ccc(-n2ncc3c(N4CCN(c5ccccn5)CC4)nc(N4CCCCC4)nc32)cc1 | x | 1 | x | x | 0.8 | 15 | x | -2 | 2 | x
CCN(CC)C(=O)CSc1nnc2cc(C)c3ccccc3n12 | 0 | 1.1 | 8 | 0 | 1 | -4 | 1684 | -4 | -7 | 6
O=C1/C(=C/c2ccc(O)c([N+](=O)[O-])c2)SC(=S)N1Cc1ccccc1 | -4 | 0.7 | 0 | -1 | 0.6 | 42 | 1580 | 26 | 32 | -5
COc1cccc(-n2c(SCc3ccccn3)nc3c(c2=O)SCC3)c1 | -1 | 1.1 | 1 | 5 | 1 | 2 | 1562 | -11 | -6 | 2
CN(NC(=O)c1cccc(Cl)c1)c1nc(-c2ccccc2)nnc1C(F)(F)F | -1 | 1 | 7 | 0 | 1.1 | -7 | 1454 | -6 | 2 | 6
CCCN(CCC)S(=O)(=O)c1ccc(C(=O)NCc2n[nH]c(=S)n2-c2ccc(Cl)c(Cl)c2)cc1 | -11 | 1 | -3 | 1 | 0.8 | 18 | 1781 | -47 | 0 | -1
CCOc1ccc2nc(NC(=O)CCC(=O)c3cccs3)sc2c1 | -3 | 1 | 10 | 2 | 0.9 | 10 | 1667 | -6 | 0 | 0
CCOC(=O)CCNC(=O)N1CCCC(C(=O)c2ccccc2SC)C1 (stereo not given) | -4 | 1.1 | 4 | 7 | 1.1 | -5 | 1639 | -4 | -5 | 11
C=CCn1cc(-c2ccccc2)cc(C#N)c1=O | -1 | 1 | 13 | 4 | 0.9 | 10 | 1470 | -19 | -2 | -3
Cc1ccc(S(=O)(=O)Nc2ccccc2CNc2ccccn2)cc1 | -3 | 1 | 6 | 1 | 0.9 | 12 | 1716 | -10 | 4 | 2
COc1cc(S(=O)(=O)N2CCOCC2)ccc1N | -8 | 1 | 6 | 2 | 1 | 2 | 1558 | -9 | -1 | -2
Cc1nnc(C)c2c(C)n(C(C)c3ccccc3)c(C)c12 (stereo not given) | -2 | 1 | -4 | -2 | 1.1 | -13 | 1423 | -6 | 1 | 3
Cc1ccc2c(c1)N(C(C)C(=O)NCc1cccs1)C(=O)CO2 (stereo not given) | 1 | 1 | -1 | -1 | 0.9 | 12 | 1599 | -1 | -5 | 3
CCOc1cnc(-c2c(-c3c(F)cccc3Cl)noc2C)o1 | 1 | 1 | 4 | 1 | 1.2 | -22 | 1469 | -11 | -3 | 3
Cc1ccc(/C=C(\NC(=O)c2ccccc2)C(=O)N2CCCC2C(=O)O)cc1 (stereo not given) | 3 | 1 | -2 | -2 | 1.2 | -20 | 1494 | -10 | -4 | 1
CN(c1cccc(NC(=O)c2ccccc2N(C)S(C)(=O)=O)c1)S(C)(=O)=O | -5 | 1 | 4 | 6 | 1 | 4 | 1621 | -8 | 1 | 9
CCOC(=O)c1c(N)sn(-c2ccccc2)c1=S | 4 | 1 | 1 | -3 | 0.9 | 11 | 1585 | -7 | 0 | -1
CO/N=C/CC(=O)c1ccc(OC)cc1 | 3 | 1 | -2 | -1 | 0.9 | 14 | 1392 | -2 | -4 | 0
Cn1nc2c(c1C(=O)O)CCCC2 | -1 | 1 | -2 | -15 | 1.1 | -6 | 1450 | -9 | -1 | -4
COCCNc1nc(C)c(C(C)=O)s1 | 0 | 1 | 3 | 5 | 1.1 | -12 | 1549 | -8 | -3 | -8
COc1cccc(-n2c(SCC(=O)NC3CCCC3)nnc2-c2ccco2)c1 | -5 | 1 | 3 | 10 | 1 | 4 | 1515 | -7 | 1 | 1
CCn1c(=O)c(C(=O)Nc2ccccn2)c(O)c2ccccc21 | -1 | 1 | -1 | -3 | 1 | 0 | 1653 | -6 | -5 | -11
COc1ccc(C(C)=O)cc1CSc1nnc(Nc2ccc(C)cc2)s1 | -3 | 1 | 20 | 3 | 0.9 | 10 | 1801 | 16 | -2 | 7
CCOc1ccc(OCCCC(=O)Nc2nc3ccccc3[nH]2)cc1 | -19 | 1.1 | 0 | -1 | 1.1 | -11 | 1464 | -27 | -5 | 4
CCN(CCO)Cc1csc2cc(C)ccc12 | 4 | 1 | -1 | -4 | 1 | -4 | 1513 | -10 | -4 | -2
Cc1ccc(S(=O)(=O)N2CCN(C(C)C(=O)N3CCCc4ccccc43)CC2)cc1 (stereo not given) | 3 | 1 | -1 | 9 | 1 | -3 | 1554 | 8 | 2 | 9
CC1NC(=O)NC1CCCCC(=O)O (stereo not given) | -3 | 1.1 | 5 | -1 | 0.8 | 17 | 1458 | -11 | -5 | -3
COc1ccccc1NS(=O)(=O)c1ccc(C)c(NC(=O)c2ccc(S(=O)(=O)N3CCCCCC3)cc2)c1 | 1 | 1 | 12 | 2 | 0.9 | 5 | 1648 | -5 | 0 | 1
O=C(CCc1ccccc1)Nc1cccc(NC(=O)CCc2ccccc2)c1 | -2 | 1.1 | 2 | -5 | 0.8 | 21 | 1452 | -12 | -9 | 3

5 entries drawn at random from those above, as already listed:
SMILES | Efa HMGR inh | TNAP act hiacc | PPARg SRC-2 ag | PPARg SRC-3 ag | bIAP act | bIAP inhibitor | TR-FRET SRC-2 ct | TNAP inh no acc | TNAP inh hi DEA | PPARg SRC1 recr
COc1ccccc1CC(=O)NCCc1ccc(S(N)(=O)=O)cc1 | -1 | 1 | -7 | 4 | 0.9 | 10 | 1441 | -2 | 3 | -7
CCOC(=O)CCNC(=O)N1CCCC(C(=O)c2ccccc2SC)C1 (stereo not given) | -4 | 1.1 | 4 | 7 | 1.1 | -5 | 1639 | -4 | -5 | 11
Cc1ccc(/C=C(\NC(=O)c2ccccc2)C(=O)N2CCCC2C(=O)O)cc1 (stereo not given) | 3 | 1 | -2 | -2 | 1.2 | -20 | 1494 | -10 | -4 | 1
O=C(CCc1ccccc1)Nc1cccc(NC(=O)CCc2ccccc2)c1 | -2 | 1.1 | 2 | -5 | 0.8 | 21 | 1452 | -12 | -9 | 3
CCC(C(=O)Nc1nnc(-c2ccco2)s1)c1ccccc1 (stereo not given) | 1 | 1.1 | 15 | 27* | 0.9 | 5 | 1806 | 1 | -7 | 26*
